Bioassay records (PubChem BioAssay)
PKM2 act: PKM2 (human) enzyme activation; Potency, µM (highest dose often 57.5 µM), for inactives: top-dose activation, usual class: activators; P14618; 260,000 compounds, 0.34% hits; AID 1631; purified PKM2, Kinase-Glo ATP luminescence, activation; response scale: 0% is enzyme alone, no compound; further: potency means the concentration at half of the fitted maximal effect; on the % scale 0 is the no-effect control and ±100 the full control effect; nearly all actives have a fitted effect of over 55% in size
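Kinase-Glo luminescence reports ATP generated from ADP (0.1 mM) and PEP (0.5 mM) by purified hPK-M2 after 1 h at room temperature, pH 7.2 imidazole buffer; intermediate enzyme activity allows detecting inhibitors and activators.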
Giardia killer: kills Giardia lamblia | activity change, % at 7.66 µM, hits read low | AID 540267 | 340,000 compounds, 0.15% hits | Giardia lamblia trophozoite viability; in the data active means activity change below about -80%; inconclusive means between about -30% and that limit;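 further: parasites exposed to compound for two days anaerobically before the ATP read; on the % scale 0 is the no-effect control and ±100 the full control effect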
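Trophozoites 100 cells/well + cpd; 48 hrs, 37 deg C, anaerobic. ATPLite 1-Step added, 15-30 min RT, luminescence read (ATP-based viability).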
S-ASM inh: inhibitors of human secretory acid sphingomyelinase | placental ASM, HMU-PC fluorogenic substrate, 60 min | Potency, µM (highest dose often 57.5 µM), for inactives: top-dose activity change, negative = inhibition, most hits filed as inhibitors | 340,000 compounds, 0.006% hits | AID 504937; further: potency means the concentration at half of the fitted maximal effect
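Human placenta-derived ASM enzyme was preincubated with compound for 10 minutes at room temperature, then given fluorogenic substrate HMU-PC0 (9 uM final) for 60 minutes at 37 °C; a pH 10 stop preceded fluorescence reading at Ex 386/Em 447 nm.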
Tb PFK block: inhibitors of T. brucei phosphofructokinase. O15648. T. brucei PFK, ADP-Glo luminescence. Potency, µM (doses to about 57.5 µM), inactives show top-dose activity, negative = inhibition, usual class: inhibitors. 330,000 compounds, 0.17% hits;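 further: potency means the concentration at half of the fitted maximal effect; 0% = uninhibited 1x PFK enzyme wells and -100% = no-enzyme wells; nearly all actives have a fitted effect of over 60% in size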
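ADP-Glo luminescence quantified ADP after 45 min at room temperature, with 1.25 nM T. brucei PFK, 0.1 mM ATP and 0.5 mM fructose-6-phosphate in pH 8.0 TEA buffer. qHTS titrations up to 57 µM; curves classified by quality.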
Menin-MLL TR inh: displaces Texas Red mutant MLL peptide from human menin | Potency, µM (highest dose often 61.6 µM), for the others: top-dose FP activity change, negative = inhibition, usual class: inhibitors | Menin + Texas Red MLL mutant peptide, fluorescence polarization | 270,000 compounds, 0.23% hits | O00255; active means well fitted inhibition curve with a large enough effect in the polarisation, with a control signal flat, not every such curve was filed as active; inconclusive means small, poorly fitted or top-dose-only effect, or effect the other way, or a change in a side signal; inactive means no such curve, though single readings can be large or run the other way; the % refers to the polarisation; further: potency means the concentration at half of the fitted maximal effect; % of control where 0% means no effect; many of its hits are not listed in these tables
TSG101-PTAP inh: blocks PTAP/TSG101 interaction to inhibit HIV-1 budding. Q99816. 340,000 tested, under 10 active. Potency, µM (top dose mostly 115 µM), inactives show at the highest dose activity change, negative = inhibition, usual class: inhibitors. Fluorescence polarization, FITC-PTAP peptide / Tsg101 binding; active means well fitted inhibition curve with a large enough effect in the main read-out, with a control signal flat, not every such curve was filed as active; inconclusive means small, poorly fitted or top-dose-only effect, or effect the other way, or a change in a side signal; inactive means no such curve, though single readings can be large or run the other way; further: potency means the concentration at half of the fitted maximal effect; % of control where 0% means no effect
Target sequence (Q99816 whole entry, looked up): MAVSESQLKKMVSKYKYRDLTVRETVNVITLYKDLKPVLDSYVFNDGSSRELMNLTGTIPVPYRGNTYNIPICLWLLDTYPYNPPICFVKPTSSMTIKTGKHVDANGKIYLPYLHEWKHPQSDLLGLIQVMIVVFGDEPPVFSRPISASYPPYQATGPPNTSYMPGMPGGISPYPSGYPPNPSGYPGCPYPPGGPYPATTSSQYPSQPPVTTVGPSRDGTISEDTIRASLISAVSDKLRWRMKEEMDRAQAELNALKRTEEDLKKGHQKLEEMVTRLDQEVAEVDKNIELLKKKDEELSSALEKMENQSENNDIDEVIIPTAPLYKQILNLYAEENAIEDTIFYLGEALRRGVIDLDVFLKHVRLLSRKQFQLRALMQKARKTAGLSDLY
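Fluorescence polarization binding of Tsg101 binding domain (10 uM final) to FITC-labeled PTAP peptide (50 nM final) in HEPES pH 7.5 buffer with NaCl, Tween 20, EDTA, TCEP. Compounds added before peptide; binding 20 min at RT.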
GALK inhibitor: blocks human galactokinase activity; P51570; Purified GALK, Kinase-Glo residual ATP luminescence; Potency, µM (top dose mostly 57.5 µM), for inactives: top-dose activity change, negative = inhibition, hits mostly inhibitors; 270,000 compounds, 0.007% hits; AID 1868; further: potency means the concentration at half of the fitted maximal effect; on the % scale 0 is the no-effect control and ±100 the full control effect
Target sequence (P51570 whole entry, looked up): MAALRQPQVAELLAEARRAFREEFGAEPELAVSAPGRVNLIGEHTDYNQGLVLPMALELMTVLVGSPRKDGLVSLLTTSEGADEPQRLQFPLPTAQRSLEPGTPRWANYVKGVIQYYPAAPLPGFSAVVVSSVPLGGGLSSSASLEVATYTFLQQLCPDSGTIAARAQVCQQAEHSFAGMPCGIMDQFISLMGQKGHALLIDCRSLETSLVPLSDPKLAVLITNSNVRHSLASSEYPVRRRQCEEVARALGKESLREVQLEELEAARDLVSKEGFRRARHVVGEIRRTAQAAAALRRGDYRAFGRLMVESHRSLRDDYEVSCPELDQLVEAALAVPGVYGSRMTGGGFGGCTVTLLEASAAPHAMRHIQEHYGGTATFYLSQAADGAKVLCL
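ATP-depletion format; final 35 uM ATP, 100 uM D-galactose, 5 nM enzyme; pH 8.0 HEPES/Mg2+ buffer; 60 min RT; luminescence read 10 min after detection reagent.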
Coupling enz: inhibits coupling enzyme system, counter-screen for aldolase hits. coupling enzyme system counterscreen, AmpLite Red fluorescence. activity change, negative = inhibition, % at 58.2 µM, hits read low. 290,000 compounds, 0.67% hits. AID 2472; in the data active means activity change below about -30%; further: on the % scale 0 is the no-effect control and ±100 the full control effect
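Activity here indicates interference with the coupling reaction, not aldolase inhibition. Compounds at 57.5 uM final met coupling enzymes for 10 min at RT; substrate and AmpLite Red detection followed, with a 525/598 nm fluorescence read after 20 min.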
Integrin act MD: integrin-mediated muscular dystrophy alleviation activation; alpha7betagal myoblasts, beta-gal FDG fluorescence, 48 h; Potency, µM (doses to about 38.3 µM), for the others: top-dose activation, usual class: activators; 350,000 compounds, 0.064% hits; AID 624291;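 further: potency means the concentration at half of the fitted maximal effect; 100% = response of the positive control SU9516; nearly all actives have a fitted effect of over 60% in size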
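Alpha7betagal+/- myoblasts (passage 13) were plated 16-24 hr, then exposed to compounds (1:260 dilution of DMSO stock) for 48 hours at 37C. After MPER lysis, β-galactosidase reporter activity was read as FDG fluorescence (ex 480/em 540) after 30 minutes.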
B2AR arrestin: beta2AR (human) beta-arrestin recruitment activity. beta-arrestin recruitment to beta2AR, cell-based reporter. 330,000 compounds, 0.02% hits. Potency, µM (series often up to 46.1 µM), for the others: at the top dose activation, hits mostly activators. P07550;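 further: potency means the concentration at half of the fitted maximal effect; 0% = DMSO controls and full agonism = EC100 isoproterenol or metaproterenol; nearly all actives have a fitted effect of over 65% in size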
BCR signal inh: chronic active BCR signaling inhibition; Potency, µM (highest dose often 46.1 µM), inactives show top-dose ratio change, negative = lower green/red ratio, usual class: inhibitors; 340,000 compounds, 0.05% hits; ABC-DLBCL IkBa-CBG/CBR reporter, luminescence ratio, 4 h; active means well fitted inhibition curve with a large enough effect in the signal ratio, with a control signal flat, not every such curve was filed as active; inconclusive means small, poorly fitted or top-dose-only effect, or effect the other way, or a change in a side signal; the % refers to the signal ratio;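 further: potency means the concentration at half of the fitted maximal effect; plate controls were basal doxycycline-induced cells for no effect and cells given 10 µM MG132 for full effect; MG132 reads +100%, hits lower the ratio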
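Cell line TMD8 (human ABC DLBCL), stably expressing tet-inducible CBG68-IkBa fusion and CBR; IMDM/0.5% FBS; cpd up to 46 uM; dox induction, 4 h, 37C/5% CO2; dual luminescence; green/red ratio; MG132 control.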
* marks the source's active call; other numbers are inactive results; ? = inconclusive; nt = no result given; [ ] = another dose, or the depositor's remark. Unless noted, the call rests on the fitted dose curve; in most records, active means well fitted curve in the direction sought with a large enough effect; inconclusive means small, poorly fitted or top-dose-only effect, or another doubt; inactive means no such curve, though single readings can be large; an effect the other way counts as inactive or inconclusive.

SMILES	PKM2 act	Giardia killer	S-ASM inh	Tb PFK block	Menin-MLL TR inh	TSG101-PTAP inh	GALK inhibitor	Coupling enz	Integrin act MD	B2AR arrestin	BCR signal inh
Cc1ccc(CC(=O)NCCS(=O)c2ccc(Cl)cc2)cc1 (stereo not drawn)	2.3%	4.5	1.1%	10.2%	1.3%	-1.7%	-2.8%	-5.8	46.0%	-1.1%	0.5%
O=C(Nc1cccc(C(F)(F)F)c1)C1CC(=O)N(CCc2ccccc2)C1 (stereo not drawn)	nt	-12.0	-8.2%	-7.2%	nt	2.7%	nt	nt	12.3%	-0.3%	-0.9%
CCc1[nH]c(C)c(C(C)=O)c1C	3.0%	16.7	1.9%	7.2%	4.6%	-2.0%	1.3%	2.9	-7.4%	-0.2%	1.3%
O=C(COC(=O)c1cccc(F)c1)NC(=O)NC1CCCC1	nt	2.6	3.0%	-3.9%	nt	-2.0%	nt	nt	-32.1%	0.0%	-0.9%
O=C(N/N=C/c1ccc(N2CCOCC2)cc1)c1ccccc1NS(=O)(=O)c1cccs1	-1.5%	11.3	311.6%[activator]	-3.4%	?	-2.1%	1.6%	4.0	-10.1%	0.1%	?
O=C(N/N=C/c1ccc(Br)s1)c1ccc([N+](=O)[O-])cc1	nt	0.7	0.5%	-0.4%	?	-1.5%	10.6%	0.4	-27.8%	-0.1%	?
COC(=O)c1sccc1OC(C)C(C)=O (stereo not drawn)	0.8%	-12.9	-1.6%	-1.5%	0.1%	2.3%	-0.9%	0.2	11.6%	0.3%	-2.9%
CCN(CC)CCCNC(=O)c1cc(-c2ccc(Cl)cc2)on1	0.3%	16.0	-0.3%	3.3%	-11.7%	-7.6%	-2.5%	0.9	-58.1%[inhibitor]	-0.2%	4.5%
Cn1cccc1CNC1CCCCC1	0.6%	20.4	3.4%	1.3%	2.5%	-5.7%	-1.1%	1.0	11.9%	0.0%	10.0%
O=C(CSc1nc2ncc(Br)cc2[nH]1)c1ccc([N+](=O)[O-])cc1	27.7%	-24.6	-9.9%	0.0%	10.7%	-5.4%	-0.3%	2.4	-20.7%	-0.6%	13.0%
NC(=O)Cn1nc(C(F)(F)F)c2c1CCCC2	-8.9%	12.8	-1.2%	1.2%	3.6%	-1.7%	1.5%	2.6	?	0.1%	-0.1%
CC(=O)Nc1ccc(-c2cn3cccnc3n2)cc1	-3.7%	-3.8	nt	1.8%[0.46 µM]	-1.8%	-5.6%	-1.1%	-1.2	7.2%	0.4%	0.9%
CCOC(=O)N1CCN(S(=O)(=O)c2cccc3nonc23)CC1	12.8%	6.1	5.6%	0.1%	-2.0%	-6.5%	1.4%	1.1	23.2%	0.0%	2.6%
CC1CCCCN1C(=O)C12CCC(C)(C(=O)C1)C2(C)C (stereo not drawn)	-11.7%	7.8	49.0%	-7.5%	-5.3%	-4.6%	3.2%	-0.3	4.1%	-0.3%	-2.7%
CC(=O)c1c(N)c(C#N)c(C)n1-c1ccc(Br)cc1	3.8%	12.1	1.4%	-3.2%	-5.0%	-3.3%	-0.7%	-5.9	6.9%	-0.3%	?
CN(C(=O)c1coc(=O)c2ccccc12)c1ccc(Br)cc1	4.5%	5.5	0.8%	-8.4%	-1.2%	-6.3%	7.0%	2.8	32.7%	0.5%	?
O=c1oc2ccccc2cc1-c1cn2cccnc2n1	-25.7%	?	nt	-7.1%	?	-4.8%	0.0%	-0.6	5.4%	0.2%	?
CCN(C(=O)COC(=O)Cn1c(C)csc1=O)c1c(N)n(Cc2ccccc2)c(=O)[nH]c1=O	nt	-28.9	-0.9%	0.2%	nt	1.6%	nt	nt	-8.3%	-0.9%	1.4%
COc1ccccc1NCC(=O)c1ccc(C)c(C)c1	0.7%	3.3	1.7%	-0.5%	-9.0%	-2.3%	3.0%	0.2	?	-0.2%	4.3%
O=C(N/N=C/c1cccnc1)c1ccccc1OCc1ccc(Br)cc1	6.1%	-9.2	-4.6%	-5.5%	-6.4%	-0.7%	-1.1%	-37.6*	3.0%	-0.1%	?
CC1C(C)C(O)(c2ccccc2)CCN1C (stereo not drawn)	-2.4%	-2.0	-1.4%	-3.2%	9.0%	-2.1%	0.6%	-0.9	16.1%	3.0%	-5.2%
Cc1noc(NS(=O)(=O)c2ccc(NC(=O)Cc3ccc([N+](=O)[O-])cc3)cc2)c1C	2.5%	5.2	2.4%	6.01µM*	nt	1.3%	0.4%	nt	25.7%	0.3%	0.0%
CC(C)(C)c1ccccc1OCCCCN1CCCC1	-4.6%	-6.9	-0.6%	0.0%	-3.1%	-2.9%	-0.9%	-3.7	-32.0%	-0.2%	0.3%
CC1CCN(C(=O)CNC(=O)Cc2ccccc2)CC1	-1.6%	1.2	-1.3%	-6.2%	-0.7%	-6.7%	2.1%	1.8	-5.8%	-0.7%	?
CC1(C(=O)Nc2ccc3ccccc3c2)CC1(Br)Br (stereo not drawn)	1.8%	-13.6	1.9%	-0.7%	?	-0.7%	3.7%	-4.1	16.2%	-0.2%	1.1%
CC(NC(=O)CN(Cc1ccccc1)S(=O)(=O)c1ccccc1)c1cccnc1 (stereo not drawn)	nt	56.7[activator]	5.5%	-3.1%	nt	-8.0%	nt	nt	27.7%	0.1%	-1.1%
Cc1ccc(S(=O)(=O)N2CCN(CCc3ccccc3)CC2)c(C)c1	nt	8.6	-4.7%	-3.3%	?	0.1%	nt	-1.9	-8.4%	-1.0%	-1.8%
O=C(N/N=C\c1cn(-c2ccccc2)nc1-c1ccccc1)c1ccc(Br)o1	-6.4%	?	-10.1%	-6.0%	31.6µM*	-2.6%	2.6%	4.3	-41.1%	-0.5%	-15.3%
Cc1cc2c(c(=O)n1Cc1ccccc1)C1O[C@](c3ccsc3)(Cc3cc(C#N)ccc31)O2	18.3%[11.5 µM]	nt	nt	-2.4%[11.5 µM]	nt	nt	nt	-4.6	nt	-0.2%[9.22 µM]	13.1%[9.22 µM]
Cc1ccc(NNC(=O)c2cccs2)cc1Cl	-1.6%	-15.8	0.9%	?	nt	-1.1%	nt	-0.8	-10.7%	-0.6%	?
CC(C(=O)Nc1ccccn1)(c1ccccc1)c1ccccc1	1.9%[11.5 µM]	4.1	-1.6%	-1.0%	4.2%	-3.4%	-1.5%	-5.2	20.7%	-0.5%	1.2%
Cc1nc2ncnn2c(C)c1CCC(=O)NC(C)c1ccc2c(c1)OCCO2 (stereo not drawn)	-6.8%	-16.3	1.1%	0.1%	nt	-5.7%	2.1%	0.0	-22.2%	0.3%	?
COC(=O)Cn1c(=NC(=O)c2ccc([N+](=O)[O-])s2)sc2cc(Br)ccc21	-4.7%	nt	nt	?	?	nt	-4.3%	0.1	nt	-0.6%	?
COc1ccccc1NC(=O)CSc1nc(N)cc(N)n1	4.8%	9.5	-5.4%	1.9%	22.8%	-5.1%	-2.3%	5.4	-18.6%	-0.2%	2.6%
CCOC(=O)CSC1=C(C#N)C(c2sccc2C)CC(=O)N1 (stereo not drawn)	3.8%	11.6	1.9%	4.9%	-7.1%	-9.8%	1.6%	0.7	-10.3%	5.3%	?
CC(C)(C)NC(=O)NC(=O)COC(=O)C1(C)CC1(Cl)Cl (stereo not drawn)	1.2%	-5.3	7.6%	0.1%	5.4%	1.2%	5.8%	-0.1	-17.0%	-0.9%	0.4%
O=C(Nc1cccc2c1CCCC2)c1ccc(Br)o1	12.4%	8.5	-1.4%	-1.1%	-4.0%	-1.6%	-3.9%	-3.6	-10.7%	-0.1%	0.9%
Cc1ccc(C)c(NC(=O)CN(C)C(=O)c2ccc(-c3cccc(C(F)(F)F)c3)o2)c1	nt	-7.6	-1.2%	0.2%	nt	0.3%	nt	nt	5.7%	0.3%	4.5%
O=C(NC(CO)c1ccccc1)c1ccco1 (stereo not drawn)	0.5%	10.2	-2.9%	-1.0%	-2.2%	-0.1%	2.0%	0.0	-0.5%	0.5%	-0.2%
COCCc1ncc(CN2CCC(C(=O)Nc3ccc(-n4cccn4)cc3)CC2)cn1	-6.4%	-1.6	1.0%	1.2%	nt	nt	-2.7%	nt	-10.9%	0.0%	3.0%
CC1(C)Cc2ccccc2C(NNC(=O)c2cccnc2)=N1	-3.5%	-16.5	-1.3%	-1.3%	2.9%	-8.0%	1.2%	-0.8	-5.2%	0.1%	-1.5%
COCCn1nnnc1CN1CCC(NC(=O)Nc2cccc(OC)c2)CC1	-4.9%	-6.2	-3.2%	1.6%	11.4%	-1.9%	4.3%	0.9	9.7%	0.2%	-0.3%

Only part of the results is shown; the hit share may differ from the screen's.
